# Screening data as filed in PubChem.
# TDP1 inh – inhibitors of human tyrosyl-DNA phosphodiesterase TDP1. AID 485290. recombinant TDP1, AlphaScreen DNA substrate cleavage. Potency, µM (top dose mostly 130 µM), without a hit: at the highest dose activity change, negative = inhibition, hits mostly inhibitors. Q9NUW8. actives 0.28% (n = 350,000); also: nearly all actives have a fitted effect of over 40% in size
# Target sequence (Q9NUW8 whole entry, looked up): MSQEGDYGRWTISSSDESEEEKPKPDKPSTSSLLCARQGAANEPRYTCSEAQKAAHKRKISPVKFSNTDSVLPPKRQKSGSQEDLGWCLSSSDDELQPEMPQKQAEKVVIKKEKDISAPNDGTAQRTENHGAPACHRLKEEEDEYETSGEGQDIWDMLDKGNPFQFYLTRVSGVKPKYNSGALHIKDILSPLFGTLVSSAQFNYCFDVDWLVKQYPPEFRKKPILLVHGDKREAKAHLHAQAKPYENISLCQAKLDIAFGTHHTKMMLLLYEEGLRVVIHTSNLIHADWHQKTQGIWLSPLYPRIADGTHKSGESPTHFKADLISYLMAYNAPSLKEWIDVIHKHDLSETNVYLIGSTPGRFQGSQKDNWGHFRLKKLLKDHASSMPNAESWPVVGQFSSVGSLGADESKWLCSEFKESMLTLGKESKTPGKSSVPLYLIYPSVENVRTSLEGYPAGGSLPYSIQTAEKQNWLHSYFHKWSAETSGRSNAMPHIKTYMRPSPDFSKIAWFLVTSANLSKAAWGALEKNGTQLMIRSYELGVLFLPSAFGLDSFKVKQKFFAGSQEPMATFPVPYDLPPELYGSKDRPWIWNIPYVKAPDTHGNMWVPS
#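 Signal: AlphaScreen proximity between streptavidin donor and anti-FITC acceptor beads on intact substrate. Reaction: Tdp1 1 nM, substrate 15 nM final, 5 min RT after 15 min compound preincubation.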
# DT40 TDP1 no CPT – qHTS for Inhibitors of human tyrosyl-DNA phosphodiesterase 1 (TDP1): qHTS in cells in absence of CPT; DT40 Tdp1-/- hTDP1 cells, no CPT, ATP luminescence, 48 h; Potency, µM (series often up to 46.2 µM), without a hit: at the top dose activity change, negative = growth inhibition, hits mostly inhibitors; actives 15% (n = 420,000); AID 686978, 2013; also: nearly all actives have a fitted effect of over 55% in size
#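 Camptothecin absent (DMSO only). Human TDP1-complemented DT40 knockout cells, 400 cells/well, 37 °C for minimum 48 hr; ATP measured via CellTiter-Glo, 30 min dark incubation, luminescence.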
# GCN5L2 inh – GCN5L2 (KAT2A) acetyltransferase inhibition | Potency, µM (highest dose often 58.9 µM), for the others: top-dose activity change, negative = inhibition, usual class: inhibitors | Q92830 | GCN5L2 HAT assay, ThioGlo1 CoA-SH fluorescence | actives 0.21% (n = 390,000)
#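 GCN5L2 (20nM final) in 50mM HEPES, 0.1mM EDTA pH 7.5, 0.01% Tween-20 was preincubated 15 min at room temperature with compound, then given ThioGlo1 (50uM), H3(1-25) peptide (75uM) and acetyl-CoA (70uM); CoA-thiol fluorescence (Ex340/Em540) was read at 0 and 20 min.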
# * marks the source's active call; other numbers are inactive results; ? = inconclusive; . = no result given; & = joins results of further samples; [ ] = dose if it differs, or a comment. Calls follow the shape of the dose curve; as a rule, active = well fitted curve in the direction sought with a large enough effect; inconclusive = small, poorly fitted or top-dose-only effect, or another doubt; inactive = no such curve, though single readings can be large; an effect the other way counts as inactive or inconclusive. % is scaled to controls: 0 for no effect and ±100 for the full control effect; potency is read from the fitted curve at half-maximal effect. A portion of the library (hit frequency here may not be typical).
SMILES,DT40 TDP1 no CPT,GCN5L2 inh,TDP1 inh
Cc1ccc(S(=O)(=O)N/N=C\c2cn(CC(N)=O)c3ccccc23)cc1,-3.0%,-26.4%,4.9%[56.1 µM]
COc1ccc(-c2cc(C(=O)N3CCCCC3)c3ccccc3n2)cc1,?,-28.4%,-13.5%
Cn1ccs/c1=N\S(=O)(=O)c1ccc(C(C)(C)C)cc1,-9.0%,-4.9%,5.1%
COc1ccc(NC(=O)Nc2ccc3c(c2)C(=O)N([C@H](C)CO)C[C@H](C)[C@@H](CN(C)C(=O)NC(C)C)O3)cc1,-14.6%,-0.4%,1.5%
Cc1onc(-c2ccccc2Cl)c1C(=O)NCCCN1CCOCC1,-17.3%,-11.3%,4.8%
NCCCCCCNc1nc2c(N)ncnc2n1[C@@H]1O[C@@H]2COP(=O)(O)O[C@H]2[C@H]1O,.,16.8%,-12.1%
O=C(CN1C(=O)NC2(CCCCC2)C1=O)N1CCN(S(=O)(=O)c2ccc(F)c(F)c2F)CC1,?,-25.3%,10.3%
Cc1cc(=O)[nH]c(-n2nc(C)c(Oc3ccccc3O)c2C)n1,?,-3.2%,4.7%
O=C(NCc1cccs1)C1CCN(C(=O)N2CCOc3ccc(Cl)cc32)CC1,?,-7.8%,7.8%
COC(=O)c1ccccc1S(=O)(=O)NCc1nc2nc(C)cc(C)n2n1,-1.5%,?,.
O=C1C(Cl)=C(N2CCCC2)C(=O)N1c1ccc(F)cc1,-16.2%,-0.7%,.
CN(Cc1nc(-c2ccc(Cl)cc2)no1)C(=O)CCN1C(=O)[C@H]2CC=CC[C@H]2C1=O,-6.9%,-1.3%,0.8%
Cc1ccc(C2CC(=O)c3cnc(N4CCN(c5ccccc5)CC4)nc3C2)cc1 (centres undefined),16.4µM*,-0.6%,3.0%
Cc1ccc(SCc2[nH]nc3c2C(c2cccnc2)C(C#N)=C(N)O3)cc1 (centres undefined),-14.4%,-15.6%,11.9%
CCC(C)C1NC(=O)C(CCNCS(=O)(=O)O)NC(=O)C(NC(=O)C(CCNCS(=O)(=O)O)NC(=O)C(NC(=O)C(CCNCS(=O)(=O)O)NC(=O)CCCCC(C)C)C(C)O)CCNC(=O)C(C(C)O)NC(=O)C(CCNCS(=O)(=O)O)NC(=O)C(CCNCS(=O)(=O)O)NC(=O)C(C(C)CC)NC1=O (centres undefined),.,100.3%[activator],0.0%

# (list continues)
SMILES,DT40 TDP1 no CPT,GCN5L2 inh,TDP1 inh
O=C1CN=CN=CN1c1ccc(Cl)cc1Cl,-4.8%,-4.2%,-1.1%
C=CCNC(=O)/C=C/c1cccs1,-8.1%,-12.0%,7.1%
CCC/C(O)=C1\C(=O)CC(C)(C)CC1=Nc1ccccc1O,?,2.1%,1.2%
CCN(CC(=O)Nc1ccc2c(c1)OCCO2)C(=O)c1cc(S(=O)(=O)N2CCOCC2)ccc1F,-2.2%,3.9%,0.0%
Cc1ccc2cc(C#N)c(N3CCN(C)CC3)nc2c1,-11.2%,-1.1%,-2.2%
CCCCCNC(=O)C(C)NS(=O)(=O)c1ccc(OC)cc1 (centres undefined),-0.9%,.,0.0%
COc1cccc(C2C(C#N)=C(N)N(N(C)C)C3=C2C(=O)CCC3)c1OC (centres undefined),11.3%,-3.7%,.
Cc1ccc(-c2c(C(=O)N3CCN(c4ccc(F)cc4)CC3)oc(=O)c3ccccc23)cc1,?,-1.5%,-2.3%
COc1ccc(/C=C\C(=O)Oc2cccc(/C=N/NC(=O)Cc3ccc(OC)c(OC)c3)c2)cc1,?,-0.4%,4.2%
COc1ccc(-c2noc(CSc3ccccc3)n2)cc1OC,?,-16.4%,.
COCCCC1CCN(C(=O)C2CCC(=O)N(CC3CCCCC3)C2)CC1 (centres undefined),?,-1.9%,2.6%
O=S(=O)(c1cccc2nonc12)N1CCN(c2cccc(Cl)c2)CC1,?,?,4.8%
CCOC(=O)C1=C(C)N(CC(C)C)C(=O)/C1=C\c1ccc(OCC(=O)Nc2ccccc2)cc1,?,-12.4%,6.0%
CN(C/C=C/c1ccccc1)Cc1cccc2ccccc12,?,-4.8%,.
COc1ccc(CNC(=O)c2ccc3c(c2)N(Cc2ccccc2)CCS3)cc1,14.6µM*,-4.4%,3.8%

# New compounds follow:
SMILES,DT40 TDP1 no CPT,GCN5L2 inh,TDP1 inh
CCCCN(C(=O)CSc1nncn1-c1ccccc1)c1c(N)n(Cc2ccccc2)c(=O)[nH]c1=O,-11.6%,-5.2%,3.2%
CCN(CC)c1nc(SCC(=O)O)nc(N(CC)CC)n1,-3.6%,-3.6%,2.6%
Cc1ccc(C)c(SCC(=O)N(C)CC(=O)Nc2ccc(N3CCOCC3)cc2)c1,-20.2%,-1.0%,0.4%[0.505 µM]
CCOC(=O)C(C)NC(=O)C1CCN(c2ncnc3c2nc2n3CCCCC2)CC1 (centres undefined),-26.6%,-12.2%,6.2%
CCc1ccc(-n2c(-c3ccccc3)c(C)n3c4c(=O)n(C)c(=O)n(C)c4nc23)cc1,.,3.0%,0.6%
CCOC(=O)C1CCCN(C(=O)c2cn(C)c3ccc(S(=O)(=O)N(C)C)cc3c2=O)C1 (centres undefined),-6.7%,-2.3%,-1.2%
CCC1=NN(C(=O)Cc2ccc([N+](=O)[O-])cc2)C(O)(c2ccncc2)C1 (centres undefined),-1.8%,-4.6%,2.5%
O=[N+]([O-])c1ccc(-c2cn(-c3ccc(Cl)cc3)c(=S)[nH]2)cc1,-8.2%,-1.0%,3.2%
Cc1cccc(NC(=O)C2CCCN(S(=O)(=O)c3cccc4nonc34)C2)c1 (centres undefined),-11.9%&6.4%,-0.3%&-8.2%,3.7%&-2.5%
Cc1cccc(N(C(=O)CCC(=O)Nc2nccs2)C(C(=O)NC(C)(C)C)c2ccc(O)cc2)c1 (centres undefined),-29.0%,-6.0%,2.5%
O=C(CCc1ccncc1)N1CCCC(Nc2ccc(F)c(F)c2)C1 (centres undefined),?,-2.4%,4.7%
O=[N+]([O-])c1ccc(OCC(O)CNC2CCCC2)cc1 (centres undefined),-0.4%,-17.7%,5.6%
COc1ccc(-c2cnn3c(N)c(S(=O)(=O)c4ccccc4)cnc23)cc1,?,-12.3%,6.3%
CCOC(=O)c1c(NC(=O)CCCOc2ccc(C)cc2)sc2c1CCC(C)C2 (centres undefined),-0.7%,17.3%,1.9%[2.28 µM]
CCn1cc(/C=C(\NC(=O)c2ccccc2OC)C(=O)NCCCN2CCOCC2)c2ccccc21,-6.2%,-9.5%,5.4%

# New compounds follow.
SMILES,DT40 TDP1 no CPT,GCN5L2 inh,TDP1 inh
CN(Cc1nc(-c2ccncc2)no1)S(=O)(=O)c1ccccc1,?,-13.8%,4.1%
CC(C(=O)N1CCOCC1)N1C(=O)c2cccc3cccc(c23)C1=O (centres undefined),-23.1%,-1.2%,8.1%
CCn1cc(CN2CCN(CC(C)(C)C)C(CCO)C2)c2ccccc21 (centres undefined),?,-0.7%,.
COc1ccc(CNC(=O)CCc2nc3cccnc3n2Cc2ccccc2)cc1,-28.4%,-2.9%,-1.3%
Cc1cc(C(=O)Nc2ccccc2Cl)c2ccccc2n1,-29.9%,-2.0%,.
CCCCOC(=O)Nc1nnc(COc2ccccc2)s1,-14.3%,-7.3%,6.1%
CCOC(=O)c1c(-c2ccc(OC)cc2)csc1NC(=O)C1CCCO1 (centres undefined),?,-2.7%,-1.2%
COC1=CC(=O)[C@@]2([C@@H]1O)[C@@H](Cl)C[C@]13C(OC)=C(OC)C(=O)C[C@]21CCN3C,-7.6%,-4.1%,-0.2%
CC1(C)CCN2CCC(C)(C)c3c(O)ccc1c32,3.66µM*,1.9%,10.3%
Cc1ccccc1Nc1c(-c2ccc(Br)o2)nc2ccc(Cl)cn12,?,-1.3%,0.0%
CCc1noc(C)c1C(=O)OCC(=O)NC(=O)c1ccccc1,14.8%,-2.9%,3.7%[56.1 µM]
Cc1c2cnn(CC(=O)NCCN3CCOCC3)c(=O)c2c(C)n1Cc1ccccc1,-7.5%,?,.
COCCNC(=O)c1ccc(C(=O)NCCOC)s1,-4.7%,-12.7%,0.0%
CC(C)(CNC(=O)c1cc(=O)[nH]c2ccccc12)N1CCOCC1,-4.4%,-5.4%[0.501 µM],0.7%
Cc1cc(C)cc(NC(=O)c2cccc(N3CCCS3(=O)=O)c2)c1,?,-15.3%,-2.6%

# Compounds listed so far that have a cyano group, in the order listed:
SMILES,DT40 TDP1 no CPT,GCN5L2 inh,TDP1 inh
Cc1ccc(SCc2[nH]nc3c2C(c2cccnc2)C(C#N)=C(N)O3)cc1 (centres undefined),-14.4%,-15.6%,11.9%
Cc1ccc2cc(C#N)c(N3CCN(C)CC3)nc2c1,-11.2%,-1.1%,-2.2%
COc1cccc(C2C(C#N)=C(N)N(N(C)C)C3=C2C(=O)CCC3)c1OC (centres undefined),11.3%,-3.7%,.

# Going on with the list.
SMILES,DT40 TDP1 no CPT,GCN5L2 inh,TDP1 inh
COCCn1c(C)cc(C(=O)COC(=O)c2ccc3c(c2)NC(=O)CS3)c1C,?,1.7%,6.8%
C[C@H](NC(=O)c1nc[nH]c1C(=O)N[C@H](C)c1ccccc1)C(=O)OC(C)(C)C,?,-7.6%,5.1%
CC(=O)Nc1cccc(NC(=S)Nc2cccc(Cl)c2C)c1,-28.2%,-21.7%,8.2%
Cc1ccc(Sc2ccc(/C=C3/C(=O)NN(c4ccccc4)C3=O)o2)cc1,16.4µM*,-21.3%,7.5%
CCN1CCN(C(=O)c2cc(-c3ccc(Cl)s3)nc3ccccc23)CC1,?,-35.5%,1.5%
CN(C)C(=O)N1CCCC(C(=O)NCc2ccc(F)cc2Cl)C1 (centres undefined),-4.2%,-1.5%,5.5%
CC1CCN(S(=O)(=O)c2cccc(C(=O)N(C)C3(C)CCS(=O)(=O)C3)c2)CC1 (centres undefined),-23.9%&-14.0%,-0.4%&-15.6%,0.8%&3.3%
CCOc1cc2c(cc1C=O)OC(C)C2 (centres undefined),11.0%,-2.2%,1.3%
COc1cccc(CNC(=O)CCCC(=O)NC(C)CCc2ccccc2)c1 (centres undefined),-21.1%,-1.9%,.
Cc1ccc2cccc(Oc3cnccn3)c2n1,5.7%,-4.7%,0.0%
O=C1C=C(c2cccc3c2sc2ccccc23)C[C@@H](c2ccc(Cl)cc2)C1,?,-11.6%,-0.2%
O=C(c1cccnc1)c1cccnc1,-2.1%,-5.9%,-3.4%
CC(C)(C)C(=O)/C=C/Nc1ccccc1O,13µM*,-10.7%,4.0%
Cc1cc(C)c2c(n1)sc1c(-c3ccccc3)c(C#N)c(N)nc12,?,-4.4%,5.5%
COc1cc(S(=O)(=O)N2CCOCC2)ccc1NC(=O)COc1ccc(N(C)S(=O)(=O)c2ccc(C)cc2)cc1,?,-5.7%,0.0%

# Compounds above containing a furan ring, fused or not (two):
SMILES,DT40 TDP1 no CPT,GCN5L2 inh,TDP1 inh
Cc1ccccc1Nc1c(-c2ccc(Br)o2)nc2ccc(Cl)cn12,?,-1.3%,0.0%
Cc1ccc(Sc2ccc(/C=C3/C(=O)NN(c4ccccc4)C3=O)o2)cc1,16.4µM*,-21.3%,7.5%

# Additional entries
SMILES,DT40 TDP1 no CPT,GCN5L2 inh,TDP1 inh
O=c1c(S(=O)(=O)c2ccccc2)cn(Cc2ccc(F)cc2)c2cc(N3CCOCC3)c(F)cc12,14.6µM*,-3.1%,3.7%
CC(C)C(=O)Nc1sc2c(c1C(N)=O)CCN(Cc1ccccc1)C2,?,-1.4%,.
COc1cccc(NC(=O)C2CCN(c3nnc(-n4c(C)ccc4C)s3)CC2)c1,?,-5.1%,5.1%
O=C(c1cn(-c2ccccc2)nc1-c1ccc(Cl)s1)N1CCOCC1,5.0%,-20.9%,-2.6%
CCc1ccc(Nc2sc(C(=O)c3ccccc3)c(N)c2S(C)(=O)=O)cc1,?,-14.3%,7.6%
COc1ccc(-c2c(-c3cc(OC)cc(OC)c3)n(C)c3ccc(-c4ccc(OC)c(F)c4)cc23)cc1,?,0.5%,2.0%
Cc1ccc(CNC(=O)COC(=O)c2ccc(S(=O)(=O)N(C)C)cc2)cc1,-6.7%,0.7%,8.0%
C=CCNC(=O)/C(=C\c1ccco1)NC(=O)c1ccco1,1.9%,-7.1%,.
CC1(c2ccc(Cl)cc2Cl)OCC(Cn2ccnc2)O1 (centres undefined),23.1µM*,-2.3%,-1.0%
CSc1nc(N)nc2c1ncn2CC(=O)NCCCN1CCCC1=O,-11.4%,-6.1%,1.1%
COc1ccc(NC(=O)C2CCCN(S(=O)(=O)c3ccc4c(c3)CCCC(=O)N4)C2)cc1OC (centres undefined),.,-6.3%,-4.2%
